Diaphorase inh – diaphorase inhibitors and chemical oxidizers, primary screen, counter-screen for diaphorase-coupled primary assays, biochemical, uHTS, resorufin fluorescence; diaphorase resazurin-to-resorufin fluorescence, NADH, 16 min; bacterial (C. kluyveri) enzyme, not human; inhibition, % at 20 µM; actives 0.69% (n = 190,000); AID 1217, 2008;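 active = primary screen inhibition at 20 µM above a set limit, cut at about 50% in these data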;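 also: plate controls were DMSO with full reaction for no effect and wells lacking NADH for full effect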
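Detection: fluorescence of resorufin formed from resazurin, Ex 544/Em 590 nm; test system: Clostridium kluyveri diaphorase enzyme; amount: 0.14 U/mL diaphorase, enzyme working solution; times: 16-min room-temperature incubation before reading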
PMI activator – activators of human PMI, primary screen, biochemical, fluorescence intensity, near-Km mannose 6-phosphate | Mannose-6-phosphate isomerase (Homo sapiens), P34949 | purified human PMI, coupled resazurin fluorescence, 20 min; stronger effect = higher value; 1 = vehicle control, 0 substrate-free wells | activation factor at 20 µM | actives 0.005% (n = 190,000) | AID 1214, 2008;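 active = activation factor of 2 or more at 20 µM, relative to plate controls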
Target sequence (P34949 whole entry, looked up): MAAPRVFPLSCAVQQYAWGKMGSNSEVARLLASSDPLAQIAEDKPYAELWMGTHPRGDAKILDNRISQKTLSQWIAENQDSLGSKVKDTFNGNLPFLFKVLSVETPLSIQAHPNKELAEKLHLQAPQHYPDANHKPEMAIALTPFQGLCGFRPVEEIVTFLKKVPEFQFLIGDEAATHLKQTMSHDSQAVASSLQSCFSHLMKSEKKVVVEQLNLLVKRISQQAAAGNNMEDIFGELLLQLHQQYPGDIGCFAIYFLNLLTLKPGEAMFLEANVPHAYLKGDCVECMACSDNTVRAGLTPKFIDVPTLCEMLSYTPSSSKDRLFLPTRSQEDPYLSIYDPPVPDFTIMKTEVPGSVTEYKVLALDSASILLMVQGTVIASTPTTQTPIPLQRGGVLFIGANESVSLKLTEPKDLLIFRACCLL
ROMK mod – ROMK potassium channel modulators, primary screen, cell-based, thallium flux, MLSMR library. AID 1918, 2009. ATP-sensitive inward rectifier potassium channel 1 (Homo sapiens), P48048. actives 2% (n = 130,000). Tet-inducible ROMK, thallium flux fluorescence; actives lie on both sides. B-score at 10 µM;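 active = signal ratio slope over the read window, or its plate-corrected B-score, at least 3 SD from the plate mean, either direction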;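 also: B-score of the F/F0 ratio slope over 7 to 12 s after thallium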
Target sequence (P48048 whole entry, looked up): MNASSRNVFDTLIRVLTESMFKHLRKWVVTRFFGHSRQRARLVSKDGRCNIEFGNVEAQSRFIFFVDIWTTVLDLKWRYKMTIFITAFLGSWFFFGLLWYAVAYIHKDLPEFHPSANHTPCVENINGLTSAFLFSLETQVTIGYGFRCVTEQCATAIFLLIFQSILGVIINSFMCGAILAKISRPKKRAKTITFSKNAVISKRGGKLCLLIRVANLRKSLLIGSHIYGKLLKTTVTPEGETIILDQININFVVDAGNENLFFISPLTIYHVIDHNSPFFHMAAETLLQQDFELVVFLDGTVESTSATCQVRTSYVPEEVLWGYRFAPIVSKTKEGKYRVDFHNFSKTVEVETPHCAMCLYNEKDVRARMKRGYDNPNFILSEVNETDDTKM
PPARg SRC-2 ag – agonists of PPARg-SRC-2 recruitment, primary screen, biochemical, HTS | activation, % at 8 µM | PPARgamma LBD-SRC-2 recruitment | AID 1032, 2008 | actives 0.34% (n = 200,000); in the data active = activation above about 22%;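 also: 0% = vehicle and 100% = reference agonist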
SRC2 TRFRET art – TR-FRET signal artefacts, primary screen, artefact control for PPARgamma SRC-2 agonist project, biochemical | TR-FRET artefact counter-screen; stronger effect = higher value | TR-FRET ratio at 8 µM | actives 0.4% (n = 200,000) | AID 1049, 2008; in the data active = TR-FRET ratio above about 2000; also: inactives centre near 1500
Diaphorase act – compounds boosting diaphorase resazurin reduction – biochemical, uHTS, resorufin fluorescence, counter-screen for diaphorase-coupled primary assays, primary screen; Diaphorase/resazurin coupled assay, 16 min; stronger effect = higher value; 1 = vehicle wells, 0 = NADH-free wells; actives 0.005% (n = 190,000); activation factor at 20 µM;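 active = diaphorase activity raised at least twofold by the compound at 20 µM; inactive = activation factor below 2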
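test system = bacterial diaphorase enzyme (C. kluyveri) | quantity = enzyme 0.07 U/mL final | reagent = NADH substrate 0.114 mM plus resazurin dye 0.1 mM, final | incubation = 16 min enzyme reaction, ambient temperature | buffer or medium = HEPES pH 7.4 buffer with MgCl2 and Tween 20 | signal = fluorescence of resorufin, 544 nm excitation, 590 nm emission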
PPARg SRC1 recr – PPARgamma agonists recruiting SRC-1 coactivator, primary screen, biochemical; PPARgamma-SRC-1 coactivator recruitment biochemical assay; AID 631, 2007; activation, % at 8 µM; Peroxisome proliferator-activated receptor gamma (Homo sapiens), P37231; actives 0.41% (n = 200,000); in the data active = activation above about 19%;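 also: 0% = DMSO and 100% = reference agonist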
G6PDH counter – L. mesenteroides G6PDH inhibitors, counter-screen for G6PDH-coupled screening assays, biochemical, Leuconostoc mesenteroides enzyme | glucose-6-phosphate dehydrogenase [Leuconostoc mesenteroides] | Purified L. mesenteroides G6PDH, diaphorase/resazurin coupled fluorescence, 45 min | inhibition, % at 5 µM | actives 0.12% (n = 200,000); in the data active = inhibition above about 50%
PPARg SRC3 recr – PPARgamma agonists recruiting SRC-3 coactivator, primary screen, biochemical; actives 0.26% (n = 200,000); activation, % at 8 µM; biochemical PPARgamma/SRC-3 coactivator recruitment assay; Peroxisome proliferator-activated receptor gamma (Homo sapiens), P37231; in the data active = activation above about 23%;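 also: 0% = DMSO and 100% = reference agonist; some compounds past the cut are filed as inactive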
S1P3 antag – S1P3 receptor antagonists, primary screen, cell-based | actives 0.27% (n = 170,000) | inhibition, % at 4.98 µM | Sphingosine 1-phosphate receptor 3 (Homo sapiens), Q99500 | CHO S1P3 NFAT-BLA reporter, FRET fluorescence, antagonist mode;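 active = inhibition above the plate cutoff, the mean inhibition of test wells on that plate plus 3 SD, cut at about 28% in these data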;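 also: cells challenged with S1P at its EC80 of 0.8 µM; blue over green emission ratio from cleaved BLA substrate after 4 h stimulation; 0% = S1P-stimulated wells and 100% = unstimulated DMSO-only wells; some compounds past the cut are filed as inactive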
PMI act hi M6P – human PMI activators, high substrate, primary screen, biochemical, fluorescence intensity, near-saturating mannose 6-phosphate. Mannose-6-phosphate isomerase (Homo sapiens), P34949. coupled PMI enzyme assay, resazurin fluorescence, 20 min; stronger effect = higher value; 1 = untreated enzyme, 0 = substrate-free blank. activation factor at 20 µM. actives 0.34% (n = 190,000);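 active = activation factor of 2 or more at 20 µM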
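Test system: Human PMI in coupled enzyme assay | Input: 15 ng/mL PMI | Medium: HEPES-buffered pH 7.4 with magnesium and detergent | Compound: One concentration, 20 µM, in 1% DMSO | Incubation: Enzyme reaction with compound 20 min at room temperature | Detection: Diaphorase-driven resazurin-to-resorufin fluorescence, excitation 544, emission 590 nm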
* marks the source's active call; other numbers are inactive results; · = no result given.

SMILES	Diaphorase inh	PMI activator	ROMK mod	PPARg SRC-2 ag	SRC2 TRFRET art	Diaphorase act	PPARg SRC1 recr	G6PDH counter	PPARg SRC3 recr	S1P3 antag	PMI act hi M6P
CC12COC3(C(=O)Nc4nccs4)CC1CCC32C (stereo not given)	5	1.1	·	3	1528	1	8	24	5	·	1.1
CC(=O)Nc1ccc(Nc2c([N+](=O)[O-])c(=O)n(-c3ccccc3)c3ccccc23)cc1	14	0.9	·	2	1595	0.9	-3	4	4	-2	0.9
CCCn1c(NCc2cccc(OC)c2OC)nc2ccccc21	12	0.9	-1.9	5	1423	0.9	0	4	2	·	0.9
Cc1ccccc1C(=O)N/N=C/c1ccc(OCC(=O)N2CCCCC2)cc1	13	0.9	0.85	7	1550	0.9	0	12	-3	·	0.9
O=C1CN2NC(=S)N(c3ccc(Cl)cc3)C2=CN1c1ccc(Cl)cc1	-1	1.1	0.063	3	1433	1	6	4	-1	4	1
Cc1ccc(-c2noc(CN(C)C(=O)Nc3ccc(F)cc3)n2)cc1	6	0.8	0.38	3	1706	0.9	2	5	-1	8	0.9
CCCC(=O)NC(=S)N1CCN(c2ccc([N+](=O)[O-])cc2)CC1	11	1	0.054	10	1652	0.9	-2	-8	5	-12	0.7
O=c1[nH]c(=S)[nH]c(O)c1N=Nc1ccc(-c2ccccc2)cc1[N+](=O)[O-]	38	0.9	0.76	3	1600	0.6	10	3	3	8	0.9
COCCN(C(=O)/C=C/c1ccccc1)c1c(N)n(Cc2ccccc2)c(=O)[nH]c1=O	2	1	0.44	1	1624	1	1	1	3	-12	1
CC(C)NC(=O)NC(=O)COC(=O)Cc1c(F)cccc1Cl	-8	1.1	-0.95	-3	1501	1.1	2	1	-2	-11	1
CCC1=C/C(=C/c2sc3ccccc3[n+]2CC)CC(C)(C)C1	17	1.6	-0.7	-3	1469	0.8	-5	-3	6	-7	2.3*
CSC1CCCCC1(O)CSc1nc2c(cc1C#N)CCCC2 (stereo not given)	23	1.2	·	4	1436	0.8	-3	-8	-12	-9	1.6
O=C(Nc1ccc(-n2cnnn2)cc1)C1CCCCC1	4	1	-0.18	3	1507	1	4	16	-5	·	1.1
CCOC(=O)CN=C1CC(C)(C)CC2=C1Sc1ncnc(N(C)C)c1N2	41	1.1	·	12	1593	0.6	2	20	8	2	1.4
Cc1cc(Nc2ccc3c(c2)OCCO3)c2ccccc2n1	4	1	·	10	1545	1	-3	-1	0	11	0.9
O=C(Nc1cc(Cl)cc(Cl)c1)C(NCC1CCCO1)c1ccccc1 (stereo not given)	9	0.8	·	-2	1459	0.9	-4	-10	-8	0	0.9
Cc1nn(C)c(C)c1/C=N/NC(=O)CCn1nc(C)c([N+](=O)[O-])c1C	1	0.9	·	6	1562	1	2	1	-2	6	0.9
CCC(=O)Nc1ccc(C(=O)CSc2nnc(-c3ccc(O)cc3)n2CC2CCCO2)cc1 (stereo not given)	0	1.1	-0.052	1	1581	1	-8	11	-3	·	1.1
CCC(C)NCC(=O)Nc1ccc(S(N)(=O)=O)cc1 (stereo not given)	18	0.9	0.76	3	1554	0.8	-6	14	0	14	0.9
COc1ccc2nc(NC(=O)c3ccc(Br)s3)sc2c1	10	0.9	1.2	6	1704	0.9	8	8	15	3	1
O=C(CSc1nnc(NC(=O)c2ccccc2C(=O)O)s1)Nc1ccccc1Cl	5	1.3	0.19	1	1548	0.9	4	7	2	6	1.1
COC(=O)c1scc(C)c1N/N=C(\C)c1ccc(F)cc1	5	1	-0.18	5	1300	1	-1	-6	-2	·	1
CCc1nnc(NC(=O)CSc2nnc(CNc3ccc(C)cc3)n2C)s1	3	1	0.19	8	1480	1	-3	8	1	-5	0.9
Nc1c(C(=O)Nc2ccccc2)sc2nc3c(c(-c4ccco4)c12)CCCC3	26	1	·	12	1654	0.7	11	6	12	·	0.9
FC(F)Oc1cccc(NC(=S)N2CCN(c3ccccn3)CC2)c1	70*	0.3	1.2	-7	1438	0.3	1	0	-3	6	0.4
CS(=O)(=O)Nc1ccc2c3c(cccc13)CC2	17	0.9	0.62	-12	1577	0.8	5	0	11	-12	0.9
O=C(Cc1ccc(F)cc1)Nc1c2c(nn1-c1cccc(Cl)c1)CS(=O)C2 (stereo not given)	6	1.1	·	6	1418	0.9	2	0	4	-9	1
COc1cccc(CNC(=O)C2CCC(CNS(=O)(=O)c3cccc4nsnc34)CC2)c1 (stereo not given)	-4	1	·	0	1512	1	8	6	-3	·	1.1
CC(C)N1C(=O)CCC1C(=O)N1CCC(Cc2ccccc2)CC1 (stereo not given)	1	1	0.13	-2	1360	1	-3	9	0	-16	1
CCCCN(C)C(=O)c1cc2cc([N+](=O)[O-])cc(OC)c2oc1=O	9	0.9	·	12	1515	0.9	7	11	9	-14	0.9
Cc1cc(=O)[nH]c(Nc2c(C)n(C)n(-c3ccccc3)c2=O)n1	7	1	·	-3	1301	0.9	-4	-2	-2	8	1
CCOC(=O)c1ccc(N=C2SC(C(=O)NCCc3ccccc3)CC(=O)N2C)cc1 (stereo not given)	54*	0.9	-0.2	6	1497	0.5	3	-8	2	5	0.9
Cc1ccc(NC(=O)NC2=N/C(=C(/C#N)C(=O)N3CCCC3)c3ccccc32)cc1	8	1	·	·	·	0.9	·	-1	·	-3	1
CC(C)(C)c1ccc(CSc2nnc(-c3ccccn3)n2Cc2ccco2)cc1	6	1	-0.14	0	1555	0.9	3	9	5	·	1
COc1ccc(N(CC(=O)Nc2cc(C)cc(C)c2)S(=O)(=O)c2ccccc2[N+](=O)[O-])c(OC)c1	26	0.9	-1.1	1	1376	0.7	-3	-2	6	-6	0.9
Cc1cccc(N2CCN(S(=O)(=O)c3ccc4c(c3)n(C)c(=O)c(=O)n4C)CC2C)c1 (stereo not given)	4	1.1	0.48	1	1575	1	6	0	8	-40	1.1
COC(=O)c1sccc1N/N=C/c1ccc(OC)c(OC)c1OC	21	0.7	0.095	18	1606	0.8	3	-9	5	18	0.8
Cn1cccc1C(=S)N1CCOCC1	-1	1	·	9	1586	1	2	-6	2	-19	1.1
O=S(=O)(C(=CNc1ccccc1)S(=O)(=O)c1ccccc1)c1ccccc1	1	0.9	·	10	1646	1	1	-4	5	7	1
Cc1ccc2cc(C=C(C#N)C#N)c(N3CCCCC3)nc2c1	20	1	-0.4	13	1649	0.8	13	1	18	·	0.9
Cc1ccc(N2CCCn3c2cc(C)c(C#N)c3=O)cc1Cl	3	1	1.1	-2	1383	1	2	9	-7	·	0.8
Cc1nc2ccc(NC(=O)c3ccc(S(=O)(=O)N4CCOCC4)cc3)cc2s1	7	1	3.2*	8	1545	0.9	7	2	4	·	1
COc1cccc(-c2csc(N3CCN(C(=S)Nc4ccccc4)CC3)n2)c1	13	1	·	3	1676	0.9	12	2	8	·	1
C=C(C)CC(NCCc1ccccc1)c1ccco1 (stereo not given)	-9	1	-2.8	-2	1441	1.1	-4	1	0	-6	1
O=P(c1ccccc1)(c1ccccc1)C1CCCO1 (stereo not given)	5	1	·	2	1567	0.9	-5	3	3	-14	1
Cc1c2cnn(CC(=O)O)c(=O)c2c(C)n1Cc1ccccc1	14	1	·	-2	1709	0.9	-3	-3	2	·	0.9
CC/C(=N\NC(=O)C(N)=O)c1ccccc1O	5	1.1	0.007	2	1536	0.9	15	3	2	-7	1
Cc1ccc(-c2cc(C(=O)N3CCOCC3)c3ccccc3n2)cc1	16	1	·	11	1604	0.8	10	-16	13	0	1

Structures shown so far with a halogen, in the order listed:
SMILES	Diaphorase inh	PMI activator	ROMK mod	PPARg SRC-2 ag	SRC2 TRFRET art	Diaphorase act	PPARg SRC1 recr	G6PDH counter	PPARg SRC3 recr	S1P3 antag	PMI act hi M6P
O=C1CN2NC(=S)N(c3ccc(Cl)cc3)C2=CN1c1ccc(Cl)cc1	-1	1.1	0.063	3	1433	1	6	4	-1	4	1
Cc1ccc(-c2noc(CN(C)C(=O)Nc3ccc(F)cc3)n2)cc1	6	0.8	0.38	3	1706	0.9	2	5	-1	8	0.9
CC(C)NC(=O)NC(=O)COC(=O)Cc1c(F)cccc1Cl	-8	1.1	-0.95	-3	1501	1.1	2	1	-2	-11	1
O=C(Nc1cc(Cl)cc(Cl)c1)C(NCC1CCCO1)c1ccccc1 (stereo not given)	9	0.8	·	-2	1459	0.9	-4	-10	-8	0	0.9
COc1ccc2nc(NC(=O)c3ccc(Br)s3)sc2c1	10	0.9	1.2	6	1704	0.9	8	8	15	3	1
O=C(CSc1nnc(NC(=O)c2ccccc2C(=O)O)s1)Nc1ccccc1Cl	5	1.3	0.19	1	1548	0.9	4	7	2	6	1.1
COC(=O)c1scc(C)c1N/N=C(\C)c1ccc(F)cc1	5	1	-0.18	5	1300	1	-1	-6	-2	·	1
FC(F)Oc1cccc(NC(=S)N2CCN(c3ccccn3)CC2)c1	70*	0.3	1.2	-7	1438	0.3	1	0	-3	6	0.4
O=C(Cc1ccc(F)cc1)Nc1c2c(nn1-c1cccc(Cl)c1)CS(=O)C2 (stereo not given)	6	1.1	·	6	1418	0.9	2	0	4	-9	1
Cc1ccc(N2CCCn3c2cc(C)c(C#N)c3=O)cc1Cl	3	1	1.1	-2	1383	1	2	9	-7	·	0.8
